Compound activity deposited in PubChem by National Center for Advancing Translational Sciences (NCATS).
TrxR1 inh – blocks rat thioredoxin reductase 1 | O89049 | recombinant rTrxR1, NADPH fluorescence consumption, selenite substrate | Potency, µM (top dose mostly 114 µM), for inactives: at the highest dose activity change, negative = inhibition, hits mostly inhibitors | 1% of 390,000 active | AID 588453; further: potency means the concentration at half of the fitted maximal effect; on the % scale 0 is the no-effect control and ±100 the full control effect; nearly all actives have a fitted effect of over 65% in size
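Rat TrxR1 (90 nM in the dispensed reagent) was pre-reduced with 400 uM NADPH for 5 min at room temperature, then incubated with compound for 15 min. After 400 uM selenite was added, NADPH fluorescence (Ex 340/Em 450 nm) was followed for 8 min.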
USP1-UAF1 inh – inhibitors of human USP1/UAF1 deubiquitinase; recombinant USP1/UAF1, Ub-Rhodamine cleavage fluorescence; O94782; 0.23% of 390,000 active; Potency, µM (series often up to 57.1 µM), for the others: at the highest dose activity change, negative = inhibition, hits mostly inhibitors; further: potency means the concentration at half of the fitted maximal effect; on the % scale 0 is the no-effect control and ±100 the full control effect; nearly all actives have a fitted effect of over 60% in size; inactives centre near -12
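High-throughput fluorogenic screen: 1nM USP1/UAF1 complex, Ub-Rho substrate 150nM final, 50mM HEPES pH 7.8 with 0.5mM EDTA, 0.1 mg/ml BSA, 1mM TCEP and 0.01% Tween-20.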
PI4K2A block – blocks human PI4K2A kinase activity. 0.13% of 420,000 active. Q9BTU6. purified PI4K2A, ADP-Glo luminescence, 1 h; hits give low values. AID 1346378. activity change, negative = inhibition, % at 76.9 µM; in the data active means activity change below about -50%; inconclusive means mostly about -30% to -49%;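 further: -100% = wells without enzyme as full effect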
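In this quantitative HTS, ADP production by PI4K2A was quantified luminescently after 1 h at ambient temperature; 100 microM adenosine served as plate-quality control.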
TrxR1 substrate – is turned over as a substrate by rat TrxR1; purified TrxR1 substrate turnover, NADPH consumption readout; Potency, µM (doses to about 114 µM), without a hit: at the top dose activity change, negative = substrate turnover; 0.01% of 390,000 active; further: potency means the concentration at half of the fitted maximal effect; on the % scale 0 is the no-effect control and ±100 the full control effect; nearly all actives have a fitted effect of over 50% in size
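Rat TrxR1, dispensed at 90 nM, was prereduced with 400 uM NADPH (final) for 5 min at ~22 deg C, then incubated with compound 15 min before 400 uM selenite. A first-read NADPH fluorescence drop versus no-compound background flagged substrates.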
IDH1 R132H inh – inhibitors of human mutant IDH1 R132H. O75874. IDH1-R132H enzyme, NADPH consumption, diaphorase/resazurin fluorescence. Potency, µM (titrated, usually from 76.6 µM), for the others: top-dose activity change, negative = inhibition, actives largely listed as inhibitors. 0.093% of 390,000 active; further: potency means the concentration at half of the fitted maximal effect; on the % scale 0 is the no-effect control and ±100 the full control effect; nearly all actives have a fitted effect of over 65% in size
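IDH1-R132H (0.5 ug/mL) preincubated 30 min with compound, then NADPH (0.016 mM) and alpha-KG (2 mM) added; 80 min at RT, pH 7.5. Remaining NADPH coupled via diaphorase/resazurin to fluorescence (540/590 nm); concentration-response curves normalized to no-enzyme control.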
GLS inh – glutaminase GLS (human) inhibition. 0.21% of 410,000 active. AID 624170. Potency, µM (top dose mostly 45.5 µM), for the others: top-dose activity change, negative = inhibition, actives largely listed as inhibitors. GLS enzymatic activity, qHTS titration. O94925; further: potency means the concentration at half of the fitted maximal effect; on the % scale 0 is the no-effect control and ±100 the full control effect
Target sequence (O94925 whole entry, looked up): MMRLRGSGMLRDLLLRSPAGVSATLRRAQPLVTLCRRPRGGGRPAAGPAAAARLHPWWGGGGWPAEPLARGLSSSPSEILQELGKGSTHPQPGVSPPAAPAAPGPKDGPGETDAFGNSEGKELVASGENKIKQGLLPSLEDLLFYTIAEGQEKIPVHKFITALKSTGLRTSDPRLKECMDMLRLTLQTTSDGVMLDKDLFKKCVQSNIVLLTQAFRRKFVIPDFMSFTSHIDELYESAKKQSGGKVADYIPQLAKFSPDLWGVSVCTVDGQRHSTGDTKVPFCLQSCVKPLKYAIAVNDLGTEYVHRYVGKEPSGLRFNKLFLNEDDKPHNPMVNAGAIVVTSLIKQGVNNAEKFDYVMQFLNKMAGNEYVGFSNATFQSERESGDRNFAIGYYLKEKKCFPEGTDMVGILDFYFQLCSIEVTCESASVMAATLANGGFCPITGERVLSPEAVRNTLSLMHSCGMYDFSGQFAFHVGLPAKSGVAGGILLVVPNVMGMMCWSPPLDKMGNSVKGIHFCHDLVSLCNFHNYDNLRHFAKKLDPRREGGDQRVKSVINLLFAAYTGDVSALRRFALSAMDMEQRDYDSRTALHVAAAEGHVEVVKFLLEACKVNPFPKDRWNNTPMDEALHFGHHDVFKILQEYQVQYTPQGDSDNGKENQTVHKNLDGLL
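hKGA; 45 mM KH2PO4 pH 8.2 + 0.02% Tween-20; cpd via pin tool; 1 mM Gln soln; GluOx/HRP/Amplex Red; RT 30 min; fluor. t0 & final.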
PGK inhibitor – T. brucei PGK inhibition; PGK/GAPDH coupled, Kinase-Glo luminescence, 60 min; 0.043% of 380,000 active; P07378; Potency, µM (highest dose often 57.5 µM), inactives show at the highest dose activity change, negative = inhibition, usual class: inhibitors; further: potency means the concentration at half of the fitted maximal effect; on the % scale 0 is the no-effect control and ±100 the full control effect; nearly all actives have a fitted effect of over 60% in size
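Luminescent ATP detection (Kinase-Glo Plus) follows a 60-minute room-temperature incubation, with wells lacking PGK as controls. Buffer: 100 mM TEA (pH 7.6), 5 mM MgCl2, 0.01% Tween-20. Coupling enzyme GAPDH (100 nM final) supplies unstable 1,3-BPG in-well.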
HP1b binding inh – blocks HP1-beta chromodomain binding to methylated histone tails. P83916. AlphaScreen HP1-beta / biotin-H3K9me3 peptide binding. Potency, µM (top dose mostly 114 µM), inactives show top-dose activity change, negative = inhibition, actives largely listed as inhibitors. 0.56% of 390,000 active. AID 540317; further: potency means the concentration at half of the fitted maximal effect; nearly all actives have a fitted effect of over 70% in size; inactives centre near 23
Target sequence (P83916 whole entry, looked up): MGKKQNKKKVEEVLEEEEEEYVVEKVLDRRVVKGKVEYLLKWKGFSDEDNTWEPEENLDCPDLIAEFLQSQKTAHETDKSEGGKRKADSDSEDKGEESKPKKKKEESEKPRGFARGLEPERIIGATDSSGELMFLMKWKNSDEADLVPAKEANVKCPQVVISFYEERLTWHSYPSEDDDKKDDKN
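AlphaScreen: HP1-beta (50 nM) preformed 30 min with biotin-H3(1-18)K9me3 peptide (50 nM) in PBS pH 7.4, 0.01% Tween-20. Compound added for 30 min at RT, then streptavidin donor/nickel chelate acceptor beads (10 ug/mL) for 30 min.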
Pin1 inhibitor – blocks the human prolyl isomerase Pin1 | Potency, µM (titrated, usually from 115 µM), inactives show at the highest dose activity, negative = inhibition, most hits filed as inhibitors | 0.009% of 390,000 active | AID 504891 | Pin1 FP peptide displacement, HiFluor488, 10 min; active means well fitted inhibition curve with a large enough effect in the polarisation, with a control signal flat, not every such curve was filed as active; inconclusive means small, poorly fitted or top-dose-only effect, or effect the other way, or a change in a side signal; inactive means no such curve, though single readings can be large or run the other way; the % refers to the polarisation; further: potency means the concentration at half of the fitted maximal effect; on the % scale 0 is the no-effect control and ±100 the full control effect
Target sequence (Q13526 whole entry, looked up): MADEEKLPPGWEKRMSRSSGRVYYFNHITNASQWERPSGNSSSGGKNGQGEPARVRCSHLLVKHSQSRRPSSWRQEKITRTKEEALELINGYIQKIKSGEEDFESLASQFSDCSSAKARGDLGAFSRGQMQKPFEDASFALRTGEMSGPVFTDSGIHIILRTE
Active calls of the source: *; i = inactive; u = inconclusive; x = no result given; [ ] = another dose, or the depositor's remark. Unless noted, the call rests on the fitted dose curve; in most records, active means well fitted curve in the direction sought with a large enough effect; inconclusive means small, poorly fitted or top-dose-only effect, or another doubt; inactive means no such curve, though single readings can be large; an effect the other way counts as inactive or inconclusive. This is a subset, so the mix of outcomes need not match the whole.

SMILES | TrxR1 inh | USP1-UAF1 inh | PI4K2A block | TrxR1 substrate | IDH1 R132H inh | GLS inh | PGK inhibitor | HP1b binding inh | Pin1 inhibitor
C/C(=N\NC(=O)Cc1cc(=O)[nH][nH]1)c1cccc([N+](=O)[O-])c1 | 8.3% | -18.0% | 5.0 | 4.8% | 7.5% | 33.5%[activator] | -8.1% | 30.4% | -1.7%
O=C(CSc1nnc(-c2ccccc2Cl)o1)N1CCCc2ccccc21 | 8.7% | -16.5% | 1.2 | -7.4% | 0.0% | -9.8% | 4.3% | 45.7%[activator] | 3.9%
CCOc1ccc(S(=O)(=O)N/N=C(\C)Cc2ccc(OC)cc2)cc1 | 17.8%[57.1 µM] | -18.8% | 7.8 | 6.6%[57.1 µM] | 0.9% | 12.5% | -5.1% | 17.2% | -4.5%
Cc1cccn2c(=O)c(C(=O)NC(C)c3ccccc3)cnc12 (centres undefined) | -8.7%[57.1 µM] | -10.3% | -2.9 | 86.7%[activator][57.1 µM] | -8.3% | -3.1% | 10.0% | 26.1% | -5.8%
CCNS(=O)(=O)c1cc(Br)ccc1OC | 10.4%[57.1 µM] | -13.4% | 1.9 | 5.7%[57.1 µM] | 0.0% | 1.8% | -8.9% | 20.0% | -0.9%
O=C(CSc1nc2ccccc2s1)Nc1cc(S(=O)(=O)N2CCOCC2)ccc1O | -12.8% | -13.1% | 0.5 | -6.4% | 1.5% | 15.6% | -9.5% | -28.5% | -5.0%
COc1cccc(OCCCn2c(-c3ccc(Cl)cc3)nc3ccccc3c2=O)c1 | 33.8% | u | -0.9 | 11.5% | 10.7% | -13.9% | i | 111.5%[activator] | u
CCc1cccc(CC)c1NC(=O)C1CSC2(C)CCC(=O)N12 (centres undefined) | 1.3% | -19.7% | -4.4 | 1.1% | -0.1% | -0.4% | -2.4% | 28.5% | -1.4%
CCOC(=O)Cc1csc(SCC(=O)NC2CCCC2)n1 | -4.2% | -18.1% | 3.6 | -3.4% | 3.7% | 70.8%[activator] | -6.2% | 22.6% | -1.0%
CCC(=O)Nc1cccc(C2=NOC3(C2)C[C@@H](C(N)=O)N(C(=O)c2ccc(OC)cc2)C3)c1 (some centres undefined) | -1.4% | -22.7% | 4.4 | -2.0% | -12.1%[38.3 µM] | 3.5% | -2.7% | 10.0% | 6.7%
COc1ccc(/C(O)=C2/C(=O)C(=O)N(c3ccccn3)C2c2ccc(C(C)C)cc2)cc1 (centres undefined) | -7.6% | -14.9% | 0.2 | -5.7% | -2.9% | -0.6% | i | 39.9%[activator] | 0.7%
O=C(CSc1n[nH]c(-c2ccccc2)n1)Nc1ncc(Br)cc1Br | -2.7% | -14.8% | -5.2 | 4.2% | 1.3% | 2.7% | 0.5% | 25.3% | -3.1%
Cc1noc(C)c1COc1ccc2ccc(=O)oc2c1 | -4.2%[57.1 µM] | -32.4% | 1.5 | 84.0% | -5.1% | 1.0% | -1.7% | 14.7% | 1.4%
COc1ccc(-c2cc(C(=O)c3c(N)n(C)c(=O)n(C)c3=O)c3ccccc3n2)cc1 | 2.6% | 3.7% | -8.5 | -7.6% | 2.3% | 2.7% | -6.6% | 32.3% | -21.9%
COCCOC(=O)c1c(NC(=O)CN(C)c2ccccc2)sc(C(N)=O)c1C | 0.2%[57.1 µM] | u | -4.1 | -3.2%[57.1 µM] | 7.3% | -9.4% | -6.3% | 5.1% | 12.3%
CCCCCOc1ccc(C(=O)OC(C)C(=O)NCc2ccco2)cc1 (centres undefined) | -3.4% | -24.9% | -3.1 | 2.9% | 0.0% | 2.3% | -11.1% | 44.3%[activator] | -1.4%
NS(=O)(=O)c1ccc(NCc2ccccc2OCc2ccc(F)cc2)cc1 | 5.2%[57.1 µM] | 1.4% | 7.9 | 5.2%[57.1 µM] | -0.4% | 7.5% | 2.6% | 7.4% | -0.2%
O=C1OCCN1C(=O)[C@H]1[C@H](c2ccc(Cl)cc2)C(c2cccc(Cl)c2)=NN1c1ccccc1 | 87.9%[activator][57.1 µM] | -16.0% | 2.0 | 87.1%[activator][57.1 µM] | -1.7% | -4.8% | 1.7% | 149.9%[activator] | 19.7%
Cc1ccccc1OCC(=O)OCC(=O)Nc1ccc(N2CCOCC2)cc1 | 20.5% | -16.0% | 2.2 | 1.0% | 14.2% | 21.3% | -4.4% | 20.5% | -3.6%
CCOc1ccc(-n2c(=O)c3sccc3n(CC(=O)NCC3CCCO3)c2=O)cc1 (centres undefined) | 27.8% | -20.1% | 1.6 | 6.6% | 11.3% | -14.5% | i | 8.6% | 4.8%
Cc1ccc(-c2nc(N)sc2-c2ccccc2)cc1C | -9.2% | -25.0% | -1.2 | -2.6% | 0.3% | u | 1.6% | u | 6.2%
Cc1cc(Nc2ccc(Cl)cc2)nc(N2CCOCC2)n1 | 10.0%[11.4 µM] | u | 1.0 | 3.9% | 13.9% | -6.2% | 5.9% | 55.5%[activator] | -2.2%
Cc1cc(C)c(S(=O)(=O)NCC2CCC(C(=O)NCCCN3CCC(C)CC3)CC2)c(C)c1 (centres undefined) | 17.5%[57.1 µM] | -19.9% | -5.9 | 3.6%[57.1 µM] | -3.6% | -2.0% | -8.7% | 12.3% | 1.6%
COCCNC(=O)CSc1cc(=O)n(C)c2cc(Cl)ccc12 | -5.5% | -15.8% | 1.0 | -6.8% | 8.4% | -9.2% | i | 31.8% | -5.4%
S=C(NNC(=S)NC1CC2C=CC1C2)NC1CC2C=CC1C2 (centres undefined) | -13.9%[57.1 µM] | -14.3% | 5.6 | -2.5% | -7.4% | -10.4% | -0.4% | u | -2.3%
Cn1c(=O)c([N+](=O)[O-])c(NCc2ccccc2Cl)c2ccccc21 | 11.2%[57.1 µM] | 4.1% | -2.4 | 6.1%[57.1 µM] | 5.0% | -7.8% | -5.1% | 3.8% | -2.3%
COc1ccc(C)cc1NC(=O)c1cc2ccccc2o1 | 10.3% | -23.7% | -1.1 | 23.4% | 6.1% | 0.9% | -6.2% | 48.3%[activator] | -3.0%
COc1ccc2c(c1)c1c(c(=O)n(CCc3ccccc3)c(=O)n1Cc1ccc(Cl)cc1)n2C | 16.1% | -25.4% | -2.6 | 4.9% | 1.4% | 10.6% | -3.9% | 35.7% | 4.7%
O=C(CN1C(=O)COc2ccc(S(=O)(=O)N3CCCC3)cc21)NCc1ccccn1 | 18.2% | -4.2% | -1.7 | 2.9% | 1.7% | -1.6% | -2.7% | 8.1% | -0.9%
COc1ccc(NC(=O)N(C)[C@H]2C[C@H]3c4[nH]c5ccc(-c6cccc(C)c6)cc5c4CCN3C[C@H]2[C@H](C)O)cc1 | x | -19.8% | 2.3 | x | -11.1% | 0.1% | i | x | x
CCCc1cc(=O)[nH]c(SCc2nc(-c3ccccc3F)no2)n1 | 39.9%[activator][57.1 µM] | -15.9% | -1.3 | 22.8%[57.1 µM] | 16.6% | -0.5% | i | 40.1%[activator][57 µM] | -2.6%
CCCCCS(=O)(=O)c1oc(-c2cccs2)nc1S(=O)(=O)c1ccc(C)cc1 | 1.58µM* | u | 7.9 | 7.1% | 14.7% | 1.0% | i | 53.5%[activator] | 40.3%[activator]
COc1ccc(-c2cn3c(C)c(C(=O)Nc4cc(NC(C)=O)ccc4OC)sc3n2)cc1 | 29.8% | -10.3% | 14.3 | 55.1%[activator] | -1.5% | -8.5% | -5.5% | 5.0% | u
O=C(CCNS(=O)(=O)c1ccccc1)N1CCN(c2ccccc2)CC1 | 8.0%[57.1 µM] | -10.2% | -1.6 | 7.8%[57.1 µM] | 9.2% | -3.3% | 4.4% | 32.4% | -1.2%
O=C(NCCCO)c1cc2c([nH]c3ccccc32)c(-c2ccc(F)cc2)n1 | 22.9% | -21.7% | -2.7 | 47.6%[activator] | 13.9% | 7.6% | -1.4% | 22.2% | 0.8%
COc1ccc(CCNCC(O)COc2cccc(Br)c2)cc1 (centres undefined) | 20.1%[57.1 µM] | -14.4% | 0.7 | -16.5%[57.1 µM] | 11.5% | -2.5% | i | 34.5% | 0.7%
CC(=O)c1c(C)[nH]c(C(=O)COC(=O)CCCOc2ccccc2)c1C | -8.4%[57.1 µM] | 6.7% | 4.5 | -9.6%[57.1 µM] | -8.2% | -1.3% | 1.8% | 11.1% | 0.9%
O=S(=O)(c1ccccc1)c1nc(-c2ccco2)oc1N1CCCCCC1 | -2.2%[57.1 µM] | -24.9% | 2.3 | -5.2% | -10.5% | -13.3% | -1.0% | 8.91µM* | 0.7%
Cc1nc2ncnn2c(C)c1CCC(=O)N1CCN(Cc2ccccc2)CC1 | -10.6% | -14.0% | -0.8 | -0.8% | -4.8% | 0.1% | -2.7% | 60.7%[activator] | -2.5%
CCOc1ccc(N/C(C)=C/C(=O)c2ccc(C)o2)cc1 | -7.7% | -13.2% | 11.5 | 0.2% | 3.6% | x | -8.8% | 20.1% | -7.5%
